Assay outcomes (PubChem BioAssay)
BoNT F protease: BoNT F light chain protease inhibition | 0.22% of 360,000 active | Multiplex microsphere protease cleavage assay, flow cytometry | AID 588497 | inhibition, % at 10 µM; in the data active = inhibition above about 35%, passing the limit was not always enough; inconclusive = no clear call, values can overlap the other calls; note: plate controls were buffer without enzyme for full effect and enzyme alone for no effect
Anthrax LF prot: blocks Bacillus anthracis lethal factor protease | inhibition, % at 10 µM | 0.12% of 360,000 active | P15917 | multiplex microsphere protease cleavage assay, LF | AID 588501; note: plate controls were buffer without enzyme for full effect and enzyme alone for no effect
PrPC TRFRET: cell surface PrPC inhibition, primary TR-FRET screen. AID 720596. P04156. 0.43% of 370,000 active. inhibition, % at 13.8 µM. TR-FRET read-out; in the data active = inhibition above about 24%; note: 0% = median of the test wells and 100% = reference compound wells
CCHFV vOTU inh: CCHFV vOTU protease inhibition; Pep-AMC fluorescence; 0.55% of 370,000 active; AID 651958; inhibition, % at 11.5 µM; in the data active = inhibition above about 30%; note: 0% = vehicle wells with enzyme and 100% = no enzyme wells
Yp Topo-I inh: Y. pestis Topo-I inhibition via cleavage products; activity, % at 10 µM; 0.064% of 360,000 active; AID 504884; Y. pestis Topo-I cleavage product accumulation, plate reader; in the data active = activity above about 50%, passing the limit was not always enough; inconclusive = no clear call, values can overlap the other calls; note: inactives centre near 2
FadD28 FP inh: inhibitors of Mycobacterium tuberculosis FadD28 bisubstrate binding | FadD28 bisubstrate probe binding, fluorescence polarization | inhibition, % at 12.5 µM | 0.22% of 360,000 active; in the data active = inhibition above about 8.5%, passing the limit was not always enough; inconclusive = no clear call, values can overlap the other calls
PfHsp40 rescue: restores yeast growth despite PfHsp40 toxicity; 0.68% of 340,000 active; growth rescue, % at 12.5 µM; S. cerevisiae expressing PfHsp40, growth rescue, ATP luminescence; in the data active = growth rescue above about 28%, passing the limit was not always enough; inconclusive = no clear call, values can overlap the other calls;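 note: yeast W303a lacking pdr1 and pdr3 grown in galactose medium; growth measured after three days at 30 °C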
TcdB inh: TcdB glycohydrolase inhibition. P18177. TcdB glycohydrolase enzymatic assay, plate reader. inhibition, % at 9.99 µM. 0.24% of 350,000 active. AID 652162; in the data active = inhibition above about 10%
Target sequence (P18177 whole entry, looked up): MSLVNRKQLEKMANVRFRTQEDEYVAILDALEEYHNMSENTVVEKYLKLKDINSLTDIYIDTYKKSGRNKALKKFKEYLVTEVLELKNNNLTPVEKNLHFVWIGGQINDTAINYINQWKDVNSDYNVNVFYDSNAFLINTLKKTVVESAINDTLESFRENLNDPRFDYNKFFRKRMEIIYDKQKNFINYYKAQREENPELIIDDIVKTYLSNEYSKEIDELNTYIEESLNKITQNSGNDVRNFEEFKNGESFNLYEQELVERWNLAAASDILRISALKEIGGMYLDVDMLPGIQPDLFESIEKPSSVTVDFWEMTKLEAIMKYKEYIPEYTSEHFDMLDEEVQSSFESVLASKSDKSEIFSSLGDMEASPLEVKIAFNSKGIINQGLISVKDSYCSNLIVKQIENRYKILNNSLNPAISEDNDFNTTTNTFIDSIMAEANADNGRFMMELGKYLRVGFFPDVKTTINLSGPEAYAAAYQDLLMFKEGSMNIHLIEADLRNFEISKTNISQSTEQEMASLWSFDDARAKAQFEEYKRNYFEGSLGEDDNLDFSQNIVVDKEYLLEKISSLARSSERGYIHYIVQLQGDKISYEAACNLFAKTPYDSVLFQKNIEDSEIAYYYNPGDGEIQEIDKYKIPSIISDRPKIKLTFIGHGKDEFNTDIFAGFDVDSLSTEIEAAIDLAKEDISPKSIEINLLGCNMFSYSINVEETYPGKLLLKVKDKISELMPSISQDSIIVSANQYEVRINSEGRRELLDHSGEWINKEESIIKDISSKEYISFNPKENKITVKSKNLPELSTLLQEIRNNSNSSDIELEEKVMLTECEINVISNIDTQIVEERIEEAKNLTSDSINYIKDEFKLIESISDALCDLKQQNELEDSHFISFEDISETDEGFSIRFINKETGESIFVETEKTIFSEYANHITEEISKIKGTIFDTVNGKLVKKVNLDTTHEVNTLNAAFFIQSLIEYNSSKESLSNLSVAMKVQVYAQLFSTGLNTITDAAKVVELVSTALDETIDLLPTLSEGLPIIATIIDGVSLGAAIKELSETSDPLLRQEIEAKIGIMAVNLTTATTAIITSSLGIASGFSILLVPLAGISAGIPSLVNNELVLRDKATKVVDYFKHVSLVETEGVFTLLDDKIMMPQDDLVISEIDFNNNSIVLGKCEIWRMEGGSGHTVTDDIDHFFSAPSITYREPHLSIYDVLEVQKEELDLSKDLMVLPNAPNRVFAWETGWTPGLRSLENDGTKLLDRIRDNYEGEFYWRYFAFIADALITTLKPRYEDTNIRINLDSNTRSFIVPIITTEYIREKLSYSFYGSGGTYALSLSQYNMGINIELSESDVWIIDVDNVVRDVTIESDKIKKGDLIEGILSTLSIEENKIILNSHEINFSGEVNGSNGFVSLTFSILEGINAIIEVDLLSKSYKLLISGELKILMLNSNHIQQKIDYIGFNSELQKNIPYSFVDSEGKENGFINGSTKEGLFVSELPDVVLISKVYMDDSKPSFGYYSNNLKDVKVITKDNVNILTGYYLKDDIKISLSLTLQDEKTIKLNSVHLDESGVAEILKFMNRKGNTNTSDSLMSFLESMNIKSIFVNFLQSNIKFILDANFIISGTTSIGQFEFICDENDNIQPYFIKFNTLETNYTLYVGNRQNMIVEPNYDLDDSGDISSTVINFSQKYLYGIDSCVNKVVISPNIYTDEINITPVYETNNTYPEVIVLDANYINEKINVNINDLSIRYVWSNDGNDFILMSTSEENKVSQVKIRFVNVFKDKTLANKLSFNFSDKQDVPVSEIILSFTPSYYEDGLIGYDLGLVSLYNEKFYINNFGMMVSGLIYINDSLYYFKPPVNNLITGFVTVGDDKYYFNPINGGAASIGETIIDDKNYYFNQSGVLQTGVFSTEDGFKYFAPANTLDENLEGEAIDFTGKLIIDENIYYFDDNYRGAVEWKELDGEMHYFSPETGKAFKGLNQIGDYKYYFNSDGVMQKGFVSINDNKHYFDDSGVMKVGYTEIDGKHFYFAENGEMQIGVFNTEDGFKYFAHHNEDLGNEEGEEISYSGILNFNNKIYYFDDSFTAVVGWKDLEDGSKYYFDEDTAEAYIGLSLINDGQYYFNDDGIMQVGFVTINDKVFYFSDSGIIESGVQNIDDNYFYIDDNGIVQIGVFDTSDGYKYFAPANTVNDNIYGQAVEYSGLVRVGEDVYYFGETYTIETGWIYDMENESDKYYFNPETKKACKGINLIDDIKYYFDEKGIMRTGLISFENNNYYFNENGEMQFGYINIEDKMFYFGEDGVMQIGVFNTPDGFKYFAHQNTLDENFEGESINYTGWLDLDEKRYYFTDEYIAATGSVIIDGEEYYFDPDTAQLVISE
BoNT-A LC inh2: BoNT A light chain protease inhibition | multiplex microsphere protease substrate cleavage, flow cytometry | inhibition, % at 10 µM | 0.17% of 360,000 active | AID 588499; note: plate controls were buffer without enzyme for full effect and enzyme alone for no effect
* hit, by the source's call; u = inconclusive; x = no result given. Cut-off read from the data, not from the text of the source, unless noted: active = inhibition above about 30%; inconclusive = no clear call, values can overlap the other calls; inactive = below that.

SMILES	BoNT F protease	Anthrax LF prot	PrPC TRFRET	CCHFV vOTU inh	Yp Topo-I inh	FadD28 FP inh	PfHsp40 rescue	TcdB inh	BoNT-A LC inh2
Cc1cccc(CN2CCN(C(C)C(=O)NC(C)c3ccccc3)CC2)c1 (stereo not given)	6	-5	-6	4	1	-0.1	-0.4	0.9	4.3
CC(C)CCNC(=O)Cn1c(=O)oc2cc(S(=O)(=O)N3CC(C)CC(C)C3)ccc21 (stereo not given)	-12	7	-3	7	3	-0.1	0.4	0.5	-1.2
CCN(CC)CCN(Cc1cc2ccc(C)cc2[nH]c1=O)C(=S)Nc1ccccc1C(=O)OC	1	2	-15	12	25	-0.6	-1.7	-2.9	0.7
Cc1noc(C)c1CN1C(=O)NC(Cc2ccccc2)(Cc2ccccc2)C1=O	-11	2	0	1	-2	1.2	-0.8	x	-1.7
CC1=C(C)CC(C(=O)NNC(=O)c2csc3c2CCC(C(C)(C)C)C3)C(C(=O)O)C1 (stereo not given)	1	-2	4	-13	5	-0.9	-0.5	x	-0.1
COc1ccc(C2/C(=C(/O)c3ccccc3)C(=O)C(=O)N2C)c(OC)c1 (stereo not given)	u	-2	-4	0	-1	-2.6	-1.6	-0.5	-1.2
CC(Sc1nnc(-c2ccco2)o1)C(=O)Nc1ccc(OC(F)F)cc1 (stereo not given)	-5	-4	5	2	7	-0.5	0.5	0.8	-2.4
Cc1c(N=Cc2ccco2)c(=O)n(-c2ccccc2)n1C	-1	1	-9	3	-1	-0.3	-0.8	x	0.0
CN(CC(=O)Nc1ccc(N2CCOCC2)cc1)CC(=O)Nc1ccccc1[N+](=O)[O-]	-1	-3	-11	15	-2	-1.1	0.7	0.9	1.0
O=C(Nc1cc(C2CC2)nn1-c1ccccc1)c1ccc(F)cc1	3	-5	-11	-4	3	-0.3	0.2	-0.4	0.3
Cc1ccccc1-c1nc(NCCN(C)C)nc2ccsc12	2	-6	-12	-3	-1	-4.7	x	1.4	-0.3
O=C(COC(=O)c1ccccc1C(=O)N1CCN(c2ccccc2)CC1)Nc1ccccc1	0	10	11	2	26	-1.1	-1.3	-2.7	0.5
COc1cc(Cl)c(C)cc1NC(=O)COC(=O)c1cc(SC)ccc1Cl	0	-1	-4	15	0	1.9	0.2	-0.9	0.2
C[C@@H]1CC[C@]2(O[C@@H](CCO)C[C@H](O)[C@H]2O)O1	-8	1	-4	0	-4	-1.1	-0.6	-0.2	0.3
O=C(CNC(=O)c1ccc(-c2ccccc2)cc1)Nc1cccc(CO)c1	-15	-7	6	-11	9	-0.4	-0.2	-0.2	-0.8
COCC(=O)Nc1c(C(=O)Nc2cccc(OC)c2)oc2ccccc12	24	-4	-3	-6	13	-1.8	-1.2	1.1	24
CCOC(=O)c1sc(NC(=O)CSc2ccccn2)c(C#N)c1C	6	-3	-1	-11	4	-1.2	0.2	x	-0.9
Cc1ccc(NC(=O)COC(=O)c2oc3ccccc3c2C)cc1S(=O)(=O)N1CCOCC1	-4	2	-1	4	-2	-2.3	1.4	4.4	3.1
Cc1ccc(CNS(=O)(=O)c2ccc3c(c2)OCCO3)cc1	-4	-2	-5	-3	3	-3.6	0.0	1.6	0.2
CCCC1=Nc2cc(C(=O)N3CCC(C(=O)OCC)CC3)ccc2Sc2ccccc21	-8	-6	11	28	12	-3.9	3.7	-1.7	-1.3
Cc1ccc(C)c(S(=O)(=O)N2CCNCC2)c1	-4	-2	-6	-16	12	-4.4	0.8	0.3	-0.1
CC(C)(C)C(=O)Cn1ncc(N2CCOCC2)c(Br)c1=O	-1	-1	-9	5	-14	-1.9	1.5	0.6	0.5
O=C(COc1ccc(S(=O)(=O)N2CCCC2)cc1)Nc1ccc(F)cc1	5	-2	0	3	8	-1.4	-1.4	0.7	0.4
O=C(COC(=O)C1CCCO1)Nc1nc(-c2ccc(F)cc2)cs1 (stereo not given)	-13	-10	10	-2	3	-2.0	-0.4	1.9	-0.8
CCOc1ccc(C2C(=O)N(C3CCCCC3)CC(=O)N2CC2CCCO2)cc1OC (stereo not given)	-14	0	5	11	-14	-1.1	-1.0	0.2	-1.2
COc1ccc(CNC(=O)COC(=O)c2cc(-c3ccc(Cl)s3)nc3ccccc23)cc1	-3	1	-3	-3	-6	-0.9	-1.3	x	2.7
Cc1ccc(SCC(=O)NC(C)(C)C)cc1	-10	2	-1	-5	8	1.4	-2.1	x	-1.6
CCOC(=O)C1=C(C)NC(=O)NC1c1ccc(Cl)cc1Cl (stereo not given)	2	-8	1	-17	0	0.7	0.3	x	3.0
CCCn1c(SCC(=O)N2CCc3ccccc3C2)nc(O)cc1=O	6	2	2	9	5	x	0.1	1.4	2.2
O=C(CN1C(=O)NC(c2ccc(F)cc2)C1=O)Nc1ccc2c(c1)OCCO2 (stereo not given)	6	u	-6	17	-1	-0.6	3.9	1.0	-0.2
CCc1cc(C(=O)N(C)CC(=O)N(CC(C)C)c2c(N)n(CC(C)C)c(=O)[nH]c2=O)sc1C	-4	-4	x	x	0	-1.8	-0.3	x	2.1
O=C(CCC(=O)Nc1ccc(F)cc1)N/N=C/c1ccccc1O	-4	-1	3	-6	-6	-4.8	0.6	1.6	-0.9
CCCCN1C(=O)C2NN=C(C(=O)OC)C2C1=O (stereo not given)	-5	-28	-3	-6	-3	-1.4	0.3	x	-0.2
COCCNC(=O)Cn1ncc2ccsc2c1=O	-10	-4	-3	-2	-1	1.4	0.9	-0.2	-0.6
COc1ccc(NS(=O)(=O)c2ccc(S(=O)(=O)N(C)C)cc2)cc1S(N)(=O)=O	-9	6	9	4	-3	-2.1	-2.1	-0.6	-0.9
Cc1ccc(N/C=C/C(=O)c2ccccc2)cc1C	-3	-2	0	-2	14	-4.4	-0.6	x	0.1
Cc1ccc(Cc2c(C3CCCCC3)nc3ccc(C)cn23)cc1	2	7	-2	5	x	-2.1	x	2.5	0.0
C/C(Cn1nc([N+](=O)[O-])cc1C)=N\NC(=O)COc1c(Cl)cc(Cl)cc1Cl	-3	0	-2	-18	8	-2.3	-0.1	x	0.0
O=C(NCCc1cn2ccccc2n1)c1ccccc1F	6	1	10	-2	-7	1.7	0.9	0.3	0.4
CSc1nc(O)c(Nc2cccc(Cl)c2)c(=O)[nH]1	-20	-5	-7	-1	2	-0.6	-0.9	-31	-2.5
Cc1ccc(-n2c(=O)cc(N3CCN(Cc4ccccc4)CC3)[nH]c2=O)cc1	-13	-4	-9	6	-16	0.5	0.5	0.6	-0.8
NC(=O)C1CCN(C2=C(Cl)C(=O)c3ccccc3C2=O)CC1	-22	-28	-72	58*	-2	-3.8	-0.2	x	-2.5
Cc1ccc(S(=O)(=O)CCC(=O)OCC(=O)NC(C)c2ccc(F)cc2)cc1 (stereo not given)	-9	-9	-9	12	12	-0.7	-1.0	-0.2	0.1
COC(=O)C=CC(=NNc1ccccc1)c1ccccc1	-4	-6	-1	6	23	2.8	4.9	-0.7	-0.2
CC(C)c1cccc(-c2ccc3c(c2)S(=O)(=O)c2cccc(C(=O)NCc4ccccc4)c2C3=O)c1	-10	-1	0	-5	9	0.9	6.0	0.1	0.1
O=C(COC(=O)c1ccccc1)NC12CC3CC(CC(C3)C1)C2	-7	3	1	6	5	0.2	0.4	-0.5	-2.2
COc1ccc(C(c2nnnn2CCc2ccccc2)N2CCN(C)CC2)cc1OC (stereo not given)	-6	0	0	-3	3	-2.4	-0.9	x	-0.2
CN(C)S(=O)(=O)c1cccc(C(=O)N(Cc2ccc(F)cc2)Cc2ccco2)c1	0	-4	8	11	2	-1.5	1.2	x	-0.5

Grouped by structure, those above containing a thiophene ring, fused or not.
SMILES	BoNT F protease	Anthrax LF prot	PrPC TRFRET	CCHFV vOTU inh	Yp Topo-I inh	FadD28 FP inh	PfHsp40 rescue	TcdB inh	BoNT-A LC inh2
CC1=C(C)CC(C(=O)NNC(=O)c2csc3c2CCC(C(C)(C)C)C3)C(C(=O)O)C1 (stereo not given)	1	-2	4	-13	5	-0.9	-0.5	x	-0.1
Cc1ccccc1-c1nc(NCCN(C)C)nc2ccsc12	2	-6	-12	-3	-1	-4.7	x	1.4	-0.3
CCOC(=O)c1sc(NC(=O)CSc2ccccn2)c(C#N)c1C	6	-3	-1	-11	4	-1.2	0.2	x	-0.9
COc1ccc(CNC(=O)COC(=O)c2cc(-c3ccc(Cl)s3)nc3ccccc23)cc1	-3	1	-3	-3	-6	-0.9	-1.3	x	2.7
CCc1cc(C(=O)N(C)CC(=O)N(CC(C)C)c2c(N)n(CC(C)C)c(=O)[nH]c2=O)sc1C	-4	-4	x	x	0	-1.8	-0.3	x	2.1
COCCNC(=O)Cn1ncc2ccsc2c1=O	-10	-4	-3	-2	-1	1.4	0.9	-0.2	-0.6

New compounds follow.
SMILES	BoNT F protease	Anthrax LF prot	PrPC TRFRET	CCHFV vOTU inh	Yp Topo-I inh	FadD28 FP inh	PfHsp40 rescue	TcdB inh	BoNT-A LC inh2
CC(C)(C)OC(=O)N[C@@H](Cc1ccccc1)C(=O)N[C@@H](CO)[C@H](O)[C@@H]1C[C@@H]1C(=O)NC1CC1	1	-1	0	11	-4	-1.9	-0.5	-0.5	-0.7
O=C(CN(CC1CCCO1)C(=O)CNS(=O)(=O)c1ccc(Cl)cc1)NCc1ccccc1 (stereo not given)	0	0	6	-1	22	x	0.9	0.0	-0.1
COc1ccc(CN(C)C(C)C(=O)Nc2ccc([N+](=O)[O-])cc2Cl)cc1OC (stereo not given)	-10	-6	1	15	7	1.8	0.9	x	-0.3
O=C(Nc1ccccc1F)c1ccc(CNS(=O)(=O)c2cccc(C(F)(F)F)c2)cc1	1	0	-6	8	5	-0.7	0.0	x	0.2
O=C(/C=C/c1cn(-c2ccccc2)nc1-c1cccnc1)c1ccco1	-3	-6	-10	8	7	-2.7	-0.5	-1.1	-0.4
O=C1CCCN1CN(C(=O)c1ccccc1)c1ccc(F)cc1	x	x	6	-2	-2	-1.7	-0.6	x	x
O=C(Nc1c2c(nn1-c1ccc(F)cc1)CS(=O)C2)c1ccco1 (stereo not given)	-4	2	-4	6	-6	1.1	0.0	1.2	-0.8
CCn1c(=O)c(=O)n(CC)c2cc(S(=O)(=O)N3CCc4ccccc43)ccc21	-5	-2	1	0	-5	-0.9	-0.3	3.3	-0.2
CNC(=S)Nc1cccc2[nH]ncc12	-4	-2	-9	-5	-9	-3.0	0.9	x	-0.6
Cc1cc(N2C(=O)CC(N3CCN(c4ccc(C(=O)c5cccs5)cc4)CC3)C2=O)no1 (stereo not given)	22	4	2	18	19	-0.6	-0.4	x	1.6
Cc1cccc(C(=O)OC2CCOC2=O)c1C (stereo not given)	-3	2	1	7	6	-1.6	0.8	1.5	1.0
O=C(Nc1ccc(S(=O)(=O)NC2=NCCCCC2)cc1)C1COc2ccccc2O1 (stereo not given)	-6	-2	-8	1	6	-3.1	0.7	0.8	0.1
Cc1ccc(-c2nnc(N3CCOCC3)c3ccccc23)cc1S(=O)(=O)N(C)C	-11	-3	4	-2	1	x	-1.2	0.3	-0.9
O=C(CSc1nnc2c(Cl)cc(Cl)cn12)NC1CCS(=O)(=O)C1 (stereo not given)	2	-1	-8	-3	3	-1.5	1.1	x	-0.2
CCCC(=O)Nc1ccc2c(c1)nc(CN1CCN(C(=O)OCC)CC1)n2CC	4	23	6	8	-1	1.8	1.0	1.0	3.0
O=C(Nc1ccc2c(c1)OCO2)C(=O)c1c[nH]c2ccccc12	-6	1	9	15	-6	-0.6	0.4	-0.2	-2.0
O=c1c(-c2ccccc2Cl)c[nH]n1-c1ccccc1	-20	13	8	-3	6	0.7	-3.3	4.7	1.7
CC(OC(=O)CNC(=O)c1ccccc1)C(=O)Nc1ccc(S(=O)(=O)N2CCOCC2)cc1 (stereo not given)	22	0	3	5	-4	-0.9	1.4	3.5	3.5
O=C(Nc1ccc(Cc2ccncc2)cc1)C1CCC(N2C(=O)C3CCCCC3C2=O)CC1 (stereo not given)	1	0	13	4	26	0.4	0.5	1.4	-0.4
CCOc1ccc(-c2cc(C(=O)N3CCC(C)CC3)c3ccccc3n2)cc1	-62	-13	-1	-1	27	-1.5	2.0	2.4	-33
c1ccc(CCC2CCCCN2Cc2cn[nH]c2-c2cc3ccccc3o2)nc1 (stereo not given)	-4	0	6	8	10	-3.9	-0.9	0.1	0.3
